# RGS7-Gao reg – human RGS7-Galphao interaction regulation. P09471. Multiplexed bead flow cytometry, RGS7-Galphao binding; actives lie on both sides. binding response (% of control), % at 10 µM. actives 0.35% (n = 220,000); in the data active means binding response below about 49% or above about 150%; inconclusive means no clear call, values can overlap the other calls; inactive means in between;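 further: fluorescent Galphao held in activated GDP-AlF4 state binding bead-coupled RGS7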
# RGS4-Gao reg – modulates binding of RGS4 to human Galphao; P09471; actives 0.33% (n = 220,000); binding response (% of control), % at 10 µM; AID 1415; Multiplexed bead flow cytometry; actives lie on both sides; in the data active means binding response below about 49% or above about 150%; inactive means in between;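 further: fluorescent Galphao activated with aluminum fluoride binding bead-coupled RGS4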
# RGS8-Gao – regulators of human RGS8-Galphao interaction | actives 0.34% (n = 220,000) | response (percent of control binding), % at 10 µM | P09471 | multiplexed bead flow cytometry, RGS8-Galphao binding; actives lie on both sides; in the data active means response below about 60% or above about 140%; inactive means in between;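 further: Galphao activated as the GDP aluminium fluoride complex binding bead-coupled RGS8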
# GSH bead fluor – GSH bead compound fluorescence profile | GSH beads flow cytometry, compound fluorescence 488/530 nm; stronger effect = higher value | AID 1776 | actives 0.25% (n = 190,000) | fluorescence (KMESF) at 10 µM; in the data active means fluorescence above about 89;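 further: glutathione beads carrying GST-tagged Bcl family fusion proteins plus one bare bead set; values are compound well signal with DMSO vehicle wells as background; inactives centre near 16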
# Bim-Mcl-1 – disrupts Bim peptide binding to human Mcl-1; Q07820; Bead-based flow cytometry, Bim peptide-Mcl-1 binding; inhibition, % at 10 µM; actives 0.1% (n = 190,000); AID 1009; in the data active means inhibition above about 40%;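 further: 0% = no compound tracer wells and 100% = peptide blocker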
# Avidin fluor – avidin bead compound fluorescence profile; Avidin beads, compound fluorescence 488/530 nm, flow cytometry; stronger effect = higher value; fluorescence (KMESF) at 10 µM; actives 0.38% (n = 220,000); in the data active means fluorescence above about 47; further: inactives centre near 10
# ABCG2 inh – inhibitors of human ABCG2 transporter, ABCB1 counter-screen; Q9UNQ0; IgMXP3 cells, JC-1 efflux, flow cytometry; inhibition, % at 6.6 µM; actives 0.1% (n = 190,000);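 active means inhibition above 80%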;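 further: 0% = DMSO and 100% = nicardipine control wells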
#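 Read-out basis: Efflux inhibition in percent versus controls | Test system: ABCG2 IgMXP3 and barcoded ABCB1 CCRF-Adr cell mix | Quantity: 3 million cells/mL in well | Schedule: 10 min at 25 °C | Control set: Nicardipine as high control, DMSO as low control | Reagent: JC-1 as fluorescent efflux pump substrate | Signal: Flow cytometry of retained JC-1 fluorescence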
# Mcl1 Noxa PPI – Mcl-1/Noxa interaction inhibition; inhibition, % at 21.7 µM; actives 1.5% (n = 220,000); AID 1022; TR-FRET Mcl-1/Noxa peptide binding, 2 h;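 active means compounds that cut the protein-peptide binding signal by more than 50% relative to plate controls in a single-dose test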;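 further: His-tagged Mcl-1 with rhodamine Noxa BH3 peptide and terbium anti-His antibody; 0% = Mcl-1 plus Noxa peptide wells and 100% = peptide-only wells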
# Pf gamet viab – kills late stage P. falciparum gametocytes. actives 0.065% (n = 150,000). inhibition, % at 10.9 µM. P. falciparum stage V gametocytes, ATP luminescence, 24 h;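 active means inhibition above the mean plus 3 SD of compounds within the control limits, set per campaign, cut at about 38% in these data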;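 further: 0% = DMSO wells and 100% = medium only without gametocytes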
# Mcl1-Bid inh – disrupts binding of human Mcl-1 to Bid peptide | AID 1021 | TR-FRET Mcl-1/Bid-Dy647 peptide binding, 1536-well | inhibition, % at 21.7 µM | actives 0.97% (n = 220,000) | Q07820;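 active means compounds that cut the binding signal by more than half at the single screening dose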;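 further: His-tagged Mcl-1 with europium anti-His antibody binding Bid BH3 peptide; 0% = Mcl-1 plus peptide wells and 100% = peptide-only wells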
# ABCB1 block – blocks JC-1 efflux by human ABCB1 transporter. P08183. CCRF-Adr cells, flow cytometry. inhibition, % at 6.6 µM. actives 0.067% (n = 190,000). AID 1326; in the data active means inhibition above about 40%;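 further: 0% = vehicle and 100% = reference inhibitor; higher value means more JC-1 retained so stronger ABCB1 efflux block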
# Target sequence (P08183 whole entry, looked up): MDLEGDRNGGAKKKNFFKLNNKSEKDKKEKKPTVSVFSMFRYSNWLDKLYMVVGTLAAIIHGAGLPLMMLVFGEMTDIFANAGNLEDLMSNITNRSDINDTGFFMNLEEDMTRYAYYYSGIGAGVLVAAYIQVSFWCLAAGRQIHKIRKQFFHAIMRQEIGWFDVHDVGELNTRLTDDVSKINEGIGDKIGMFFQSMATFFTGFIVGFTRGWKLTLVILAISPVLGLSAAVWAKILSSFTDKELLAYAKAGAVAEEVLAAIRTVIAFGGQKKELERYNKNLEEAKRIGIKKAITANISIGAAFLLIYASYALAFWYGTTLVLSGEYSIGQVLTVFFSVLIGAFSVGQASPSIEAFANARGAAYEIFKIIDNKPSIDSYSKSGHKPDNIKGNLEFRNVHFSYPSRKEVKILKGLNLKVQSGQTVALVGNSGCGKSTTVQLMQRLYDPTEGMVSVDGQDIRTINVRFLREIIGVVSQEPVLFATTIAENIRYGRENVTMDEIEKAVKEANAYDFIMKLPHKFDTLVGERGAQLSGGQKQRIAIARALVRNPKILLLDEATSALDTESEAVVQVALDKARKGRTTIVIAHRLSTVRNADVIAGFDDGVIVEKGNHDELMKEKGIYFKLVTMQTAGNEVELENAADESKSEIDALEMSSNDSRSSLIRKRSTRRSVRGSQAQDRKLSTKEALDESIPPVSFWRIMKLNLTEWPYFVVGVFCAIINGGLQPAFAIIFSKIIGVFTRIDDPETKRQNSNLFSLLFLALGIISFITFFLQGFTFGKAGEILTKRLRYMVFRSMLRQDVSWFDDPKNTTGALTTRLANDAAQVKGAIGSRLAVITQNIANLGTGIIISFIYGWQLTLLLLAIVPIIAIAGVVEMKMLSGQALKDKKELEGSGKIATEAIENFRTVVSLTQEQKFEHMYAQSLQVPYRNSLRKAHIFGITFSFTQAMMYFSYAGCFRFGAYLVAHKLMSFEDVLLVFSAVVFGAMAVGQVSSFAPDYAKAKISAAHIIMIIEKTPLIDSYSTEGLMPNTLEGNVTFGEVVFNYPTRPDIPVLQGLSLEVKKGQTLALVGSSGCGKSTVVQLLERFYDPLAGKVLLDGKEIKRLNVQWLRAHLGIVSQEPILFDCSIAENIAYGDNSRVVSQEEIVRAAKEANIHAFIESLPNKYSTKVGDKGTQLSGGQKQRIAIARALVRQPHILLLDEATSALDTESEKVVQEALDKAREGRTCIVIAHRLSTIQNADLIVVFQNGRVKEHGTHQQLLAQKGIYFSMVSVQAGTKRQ
# Active calls of the source: *; ? = inconclusive; nt = no result given.
SMILES,RGS7-Gao reg,RGS4-Gao reg,RGS8-Gao,GSH bead fluor,Bim-Mcl-1,Avidin fluor,ABCG2 inh,Mcl1 Noxa PPI,Pf gamet viab,Mcl1-Bid inh,ABCB1 block
CC(C1CC1)N(C(=O)c1ccccc1[N+](=O)[O-])c1ccccc1 (stereo unspecified),?,101.6,101.5,15,-2.0,8,4.0,-0.1,nt,-11.2,0.6
COc1ccc(C(c2nnnn2C(C)(C)C)N2CCN(c3nc4ccccc4s3)CC2)cc1OC (stereo unspecified),101.2,101.7,101.0,25,-6.0,32,15.7,6.5,nt,-0.5,6.7
O=C(CCN1c2ccccc2Sc2ccccc21)Nc1ccccc1,95.5,95.4,98.6,8,2.0,9,1.8,17.6,-3.7,-34.5,0.2
COc1ccc(N2CCN(c3ccc(NC(=O)c4ccc5c(c4)OCO5)cc3C#N)CC2)cc1,104.0,102.0,102.0,54,-2.0,7,4.6,-4.1,nt,-13.0,0.2
CCOC(=O)Nc1sc2c(c1C(N)=O)CCC(C)C2 (stereo unspecified),95.1,98.2,101.4,10,13.0,11,0.9,-27.6,-19.7,-60.6,0.0
O=C(NCCCCCCNC(=O)N1CCCCCC1)N1CCCCCC1,104.0,104.3,103.2,15,4.0,7,1.8,-5.1,nt,-19.1,0.2
Cc1ccc(Oc2nc3ccccc3n3c(C)nnc23)c(C)c1,92.4,87.4,93.3,35,-1.0,4,3.1,6.5,nt,-15.9,0.2
O=C(NC(=S)Nc1ccccc1N1CCCC1)c1ccco1,?,94.6,98.0,nt,nt,5,nt,23.8,1.8,-29.6,nt
COc1ccc(NC(=O)c2cccc(-n3c(C)ccc3C)c2)c(OC)c1,93.3,94.0,103.8,4,-3.0,8,4.2,-17.2,4.3,-40.9,0.2
Cc1sc2nc(COC(=O)c3ccc(N4CCCC(C)C4)c([N+](=O)[O-])c3)[nH]c(=O)c2c1C (stereo unspecified),104.7,104.2,101.7,13,-1.0,15,6.9,10.7,nt,6.0,3.4
COc1ccc(-n2c(Cc3cccn3C)nnc2SCC(=O)Nc2cc(C)cc(C)c2)cc1,100.6,103.6,104.7,18,0.0,5,0.7,-2.3,nt,-35.4,0.7
CCOc1ccc(-c2ccc(SCc3ccccn3)nn2)cc1,101.1,99.9,101.1,11,1.0,6,1.4,16.7,-11.8,-25.7,0.8
O=C(O)C1=C[C@H](c2cccs2)C[C@H](OCCCCO)O1,?,106.0,103.2,nt,nt,9,nt,12.3,-6.8,-30.4,nt
Fc1ccc(-c2nnc(CN3CCN(c4ncc(C(F)(F)F)cc4Cl)CC3)o2)cc1,98.9,99.5,99.4,14,0.0,10,-0.8,10.9,nt,-3.6,0.0
O=c1c2ccccc2nc(SCc2ccccc2)n1CC1CCCO1 (stereo unspecified),?,107.8,103.2,nt,nt,18,nt,-7.7,-7.2,-6.3,nt
C=CCN1CCN(C(c2ccc(OC)c(OC)c2)c2nnnn2C(C)(C)C)CC1 (stereo unspecified),100.1,99.4,98.7,21,-4.0,31,11.1,10.8,-28.1,4.2,0.1
CC(=O)c1cccc(N/C=C\C(=O)c2ccc(C)cc2)c1,110.5,102.1,98.9,14,-2.0,11,19.7,6.9,1.7,-40.7,5.3
CCn1c(SCC(=O)c2[nH]c(C)c(C(C)=O)c2C)nnc1-c1ccncc1,100.5,96.8,100.5,24,0.0,5,0.9,14.1,-11.7,-11.1,0.1
Cc1ccccc1OCCOCCN1CCCCCC1,98.8,98.8,101.5,13,0.0,9,-2.3,24.6,-0.4,9.2,-0.4
O=C(NCc1cccs1)c1cnc2sccn2c1=O,95.5,97.9,99.8,15,-2.0,5,3.5,11.8,nt,-13.0,0.4
CC(C)CC(C(=O)NC1CCCC1)N(Cc1cccs1)C(=O)c1snc(C(N)=O)c1N (stereo unspecified),103.4,100.2,100.9,37,-2.0,7,2.0,7.6,nt,2.3,2.8
CCc1ccc(NC(=O)N2CCN(c3ccc(F)cc3)CC2)cc1,98.0,98.1,102.1,11,-3.0,3,6.0,10.6,-1.7,-16.3,1.4
Nc1n[nH]c2cc(=O)n(-c3cccc(C(F)(F)F)c3)nc12,100.0,97.4,101.4,10,0.0,14,5.1,-4.1,-21.1,-8.0,0.3
CCOC(=O)c1c(N)sc(C(=O)N(CC)CC)c1C,97.2,96.4,95.7,10,0.0,11,2.3,-1.6,nt,-59.7,0.8
CCCCNC(=O)COC(=O)c1ccc(NS(=O)(=O)c2ccc3c(c2)OCCO3)cc1,97.3,103.0,98.2,38,0.0,6,0.4,7.6,2.7,-1.9,0.0
O=c1c2ccccc2cnn1-c1ccc2ccccc2c1,95.5,102.4,102.0,11,-4.0,8,3.2,1.6,nt,1.7,0.3
CC1(CCc2ccccc2)NC(=O)N(Cc2nnc(-c3ccccc3Br)o2)C1=O (stereo unspecified),99.9,100.1,100.5,21,0.0,32,1.4,2.9,-21.0,-2.3,0.6
Cc1ccc(CS(=O)(=O)CCC(=O)NCCCN2CCCC2)cc1,98.8,102.6,101.9,29,-2.0,11,17.6,5.5,nt,-20.0,2.1
CCOC(=O)c1ccc(NS(=O)(=O)CC)cc1,98.6,102.9,102.4,13,-3.0,8,6.2,15.1,nt,-12.1,1.7
O=C(NCCN=C1NS(=O)(=O)c2ccccc21)c1ccco1,94.6,100.8,85.1,13,-4.0,13,0.1,7.6,nt,2.8,0.0
O=C(c1ccc2c(Cl)c3c(nc2c1)CCCC3)N1CCC(N2CCCCC2)CC1,101.7,103.8,101.5,13,-4.0,6,1.0,-9.3,nt,-9.7,0.5
Cc1ccccc1CSCCNC(=O)c1ccccc1,101.6,102.2,113.7,12,0.0,7,13.3,-3.5,9.5,-30.2,nt
Cn1c(SCc2cccc(F)c2)nnc1-c1ccccn1,95.5,101.1,99.3,6,2.0,7,3.5,10.7,9.3,-15.5,1.1
O=C(COc1ncnc2cc([N+](=O)[O-])ccc12)N(CCc1ccccc1)Cc1ccccc1,99.3,101.1,105.4,9,-1.0,15,8.7,17.8,-14.1,-9.1,1.3
COC(=O)c1n[nH]n(-c2cc(Cl)cc(Cl)c2)c1=O,?,104.7,103.9,nt,nt,6,nt,28.8,-11.4,-13.2,nt
Nc1c(C(=O)N2CCOCC2)sc(=S)n1-c1ccccc1,116.2,90.1,76.9,20,-2.0,13,-0.9,-1.4,5.8,-9.9,-0.1
Clc1ccc(C(c2nnnn2CCc2ccccc2)N2CCSCC2)cc1 (stereo unspecified),102.2,104.6,100.9,49,-3.0,7,1.7,-8.7,nt,-6.0,0.7
CN(C)c1ccc(/C=C2\CCCCC2=O)cc1,81.7,86.5,88.8,12,-2.0,11,1.8,32.6,nt,-37.4,0.5
O=C(O)CSc1ccc2ccccc2n1,94.1,90.8,91.0,55,-5.0,8,2.6,-9.3,-44.0,-4.1,0.6
COC(=O)CSc1nnc(C)c(=O)[nH]1,102.4,105.0,103.7,5,-2.0,7,0.0,15.0,-5.4,-5.8,-0.1
CCC/C(O)=C1\C(=O)CC(C)(C)CC1=Nc1ccc(OC)cc1OC,101.8,103.9,101.9,20,0.0,13,3.7,-8.6,-19.6,-2.7,0.0
Cc1cc(C)c[n+](C[n+]2cc(C)cc(C)c2)c1,99.0,100.4,105.2,8,-2.0,10,1.8,17.2,7.9,3.6,0.6
COCc1cc(C)nc(OCC(=O)N/N=C/c2ccccc2O)c1C#N,?,93.5,97.1,10,1.0,9,0.1,-18.1,nt,-63.2,-0.1
CC1(C)CC(=O)C(C2c3ccccc3Oc3ccccc32)C(=O)C1,100.4,101.3,102.1,10,0.0,3,0.2,10.5,11.7,-35.3,-0.1
Cc1ccc(S(=O)(=O)Nc2nsc(N)n2)cc1,100.2,93.7,101.2,11,0.0,25,0.6,16.7,-18.7,-29.1,0.2
Cc1nc2ccccn2c1C(=O)NN=C1C2CC3CC(C2)CC1C3,100.5,97.2,101.0,17,-3.0,13,2.9,0.5,-21.3,-11.9,0.1
COc1ccc(OCC(=O)N2CCN(c3cccc(Cl)c3)CC2)cc1,92.0,94.8,93.0,21,-3.0,13,1.7,13.3,9.9,-26.9,0.1
O=C(C1CCN(S(=O)(=O)c2cccs2)CC1)N1CCCCCC1,98.2,94.5,102.9,43,-2.0,6,0.8,0.7,-20.1,-0.5,0.3
CCc1ccccc1-n1c(SCC(=O)NC)nnc1-c1cccnc1,93.0,99.6,97.8,14,1.0,23,2.8,4.2,nt,-44.9,0.4
O=c1c(-c2ccc3c(c2)OCCO3)coc2cc(O)cc(O)c12,100.6,102.4,103.8,17,3.0,13,2.3,7.5,-6.7,-24.4,0.3
CCCc1cc(=O)[nH]c(SCC(=O)N2CCC(C(=O)OCC)CC2)n1,85.3,81.8,90.8,34,0.0,6,-1.0,13.8,-24.0,-3.4,-2.2
COc1ccc(C(=O)/C=C(\N)C(F)(F)F)c(O)c1,96.9,92.3,99.3,9,0.0,14,0.8,69.0*,nt,15.8,0.2
N#CCCN1CCN(C(=O)c2c(N)no[n+]2[O-])CC1,102.9,103.8,104.2,9,-23.0,27,-0.8,-1.3,-34.2,-2.1,-0.1
O=C(CCN1C(=O)C2C3C=CC(C3)C2C1=O)Nc1c(F)cccc1F (stereo unspecified),100.3,102.8,99.1,20,1.0,12,-3.5,-11.1,9.4,-13.0,-3.0
Cn1/c(=N\NC(=O)C2CCCCC2)sc2ccccc21,99.3,101.7,101.7,23,1.0,11,11.0,14.6,-8.7,-10.1,2.0
NC(=O)c1sc(=S)n2c1[nH]c(=O)c1sccc12,99.7,100.8,100.3,13,-1.0,10,-3.6,24.7,11.9,-33.4,-1.1
CCC(C)(C)n1nnnc1CN(Cc1cc2cc(OC)c(OC)cc2[nH]c1=O)C1CCCC1,105.0,105.9,97.9,11,0.0,28,2.3,-4.7,nt,-10.8,0.4
CCOC(=O)N1CCN(S(=O)(=O)c2ccc(Br)s2)CC1,96.2,98.3,101.3,30,-3.0,22,6.5,-6.8,-2.2,2.5,1.3
COc1cc(C(=O)OCC(=O)NCCN2C(=O)CSC2=O)ccc1OCc1c(C)noc1C,103.0,98.6,100.2,22,-6.0,9,7.9,-6.5,-6.1,-2.1,1.7

# Gathered by group: the entries above containing a tert-butyl group
SMILES,RGS7-Gao reg,RGS4-Gao reg,RGS8-Gao,GSH bead fluor,Bim-Mcl-1,Avidin fluor,ABCG2 inh,Mcl1 Noxa PPI,Pf gamet viab,Mcl1-Bid inh,ABCB1 block
COc1ccc(C(c2nnnn2C(C)(C)C)N2CCN(c3nc4ccccc4s3)CC2)cc1OC (stereo unspecified),101.2,101.7,101.0,25,-6.0,32,15.7,6.5,nt,-0.5,6.7
C=CCN1CCN(C(c2ccc(OC)c(OC)c2)c2nnnn2C(C)(C)C)CC1 (stereo unspecified),100.1,99.4,98.7,21,-4.0,31,11.1,10.8,-28.1,4.2,0.1

# From PubChem BioAssay
